Screening results (PubChem)
All columns: NCI-60 one-dose screen, growth in % after 48 h at 10 µM unless noted; 100 = growth as untreated, 0 = no growth, -100 = all killed.
NCI-H522: NCI-H522 lung cancer; 78,000 compounds, 8% hits; AID 1794739
NCI/ADR-RES: NCI/ADR-RES ovarian cells; 81,000 compounds, 4.4% hits
NCI-H322M: NCI-H322M lung cancer; 80,000 compounds, 2.7% hits; AID 1794733
SK-OV-3: SK-OV-3 ovarian cancer cells; 80,000 compounds, 3.2% hits; AID 1794785
COLO 205: COLO 205 colon cancer; 79,000 compounds, 7.3% hits
NCI-H226: NCI-H226 lung cancer. 79,000 compounds, 3.5% hits
IGROV1: IGROV1 ovarian cancer; 79,000 compounds, 4.7% hits; AID 1794786
NCI-H23: NCI-H23 lung cancer; 80,000 compounds, 4% hits
NCI-H460: NCI-H460 lung cancer | 82,000 compounds, 6.8% hits
* = called active by the depositor; . = not tested or not shown; & = joins results of further samples; [ ] = dose if it differs, or a comment. The calls were made as follows: active = growth percent below 10; inactive = the rest. Rows are unselected, and some 11% of all compounds hit somewhere here.

SMILES	NCI-H522	NCI/ADR-RES	NCI-H322M	SK-OV-3	COLO 205	NCI-H226	IGROV1	NCI-H23	NCI-H460
CS(=O)c1nccc(-c2c(-c3ccc(F)c(OCCc4ccccc4)c3)nc3sccn23)n1 (centres undefined)	-79*	108	77	102	81	102	18	86	57
CCN(CC)C(=O)C1(C)CCCC2(C)c3cc(OC(C)=O)ccc3CCC12 (centres undefined)	.	86	84	94	92	76	80	84	90
Cc1ccc(/C=C2\N=C(c3ccccc3)NNC2=O)cc1	115	107	110	110	114	97	106	96	107
CC(=O)C[n+]1ccc(C)cc1Sc1ccccc1C	98	101	102	108	116	107	120	91	104
CC(=O)c1ccco1	.	109	95	102	129	113	.	108	111
O=c1oc2ccc3ccccc3c2cc1-c1cc(-c2ccc(O)cc2)cc(-c2cc3c(ccc4ccccc43)oc2=O)n1	99	105	103	103	106	89	105	98	107
Cn1cc(-c2ccc3cc(-c4ccc(CC(=O)Nc5cc(C(C)(C)C)on5)cc4)cnc3c2)cn1	17	33	16	5.3*	35	43	3.1*	46	-3.4*
CCOC(=O)C(Nc1ccccc1)C(=O)OCC	102	102	88	105	119	100	92	108	115
CC(C)/C=C/CC[C@](C)(O)[C@H]1CC[C@]2(C)[C@@H]1CC[C@@H]1[C@@]3(C)C/C(=C/c4ccncc4)C(=O)C(C)(C)[C@@H]3CC[C@]12C	67	88	94	93	85	78	95	77	81
COC(=O)C1C(O)CCC2CN3CCc4c([nH]c5ccccc45)C3CC21 (centres undefined)	72&84	100&100	96&100	100&105	102&99	85&80	103&106	97&100	105&93
CCN(CC)CCCOC(=O)c1cc2ccccc2s1	106	105	109	102	101	102	106	96	104
CC(=O)Nc1ccc2c(c1)C(NC(=O)/C=C\C(=O)O)c1ccccc1-2 (centres undefined)	104	112	99	114	116	96	103	104	107
CCCCOc1ccc(/C=N/NC(N)=S)cc1	8.5*	85	95	92	85	69	52	88	97
Cc1cc(C)nc(NS(=O)(=O)c2ccc(NC(=O)Nc3cc(Cl)ccc3Cl)cc2)n1	88	111	90	101	105	89	102	100	104
CC(=O)O[C@@H]1[C@H](OC(=O)c2c(C)cc(O)cc2O)[C@@H](CO)O[C@H]1n1ccc(=O)[nH]c1=O	69	103	114	96	103	111	114	99	107
Oc1ccc(Cc2ccc(O)c(C3CC(c4ccc5c(c4)OCO5)=NN3)c2)cc1C1CC(c2ccc3c(c2)OCO3)=NN1 (centres undefined)	19	73	.	99	.	96	.	55	56
COc1ccc2c(CSc3nc(Cl)c(C#N)c(-c4ccc(Cl)cc4)n3)cc(=O)oc2c1	78	100	98	80	.	111	98	101	111
CN(C)CCCOc1nn(Cc2ccccc2)c2ccccc12	.	85	101	99	.	101	82	84	99
Nc1nc(CSCC(=O)N/N=C/c2ccccc2F)nc(Nc2ccccc2F)n1	94	101	99	98	110	105	97	102	102
O=C1NNC(=NCC(=O)N2C(=O)C(=O)c3ccccc32)Nc2ccccc21	92	110	97	108	114	100	97	112	114
CC(C)C1=CC2=C(C=O)C[C@@H]3[C@](C)(CCC[C@@]3(C)C(=O)OCC#CCN3CCOCC3)[C@H]2CC1	51	83	94	84	107	69	103	77	78
O=C1CC(O)C(Cc2ccccc2)N1 (centres undefined)	.	104	107	103	106	104	112	109	110
Clc1ccccc1Cn1cc(CSc2nc3ccccc3o2)nn1	78	96	58	84	112	100	95	98	107
COCCNc1nc2ccccc2c2c(=O)c3cc(F)ccc3sc12	92	99	88	104	107	84	93	91	89
O=C(NCO)NCOCn1c(=O)n(CO)c(=O)n(CO)c1=O	90	106	105	96	.	103	114	102	108
COc1ccc2c(c1)c(-c1nc(-c3ccsc3)cs1)cn2C	72	99	.	94	110	79	97	85	102
C[C@@H](C[C@H](CCOC(=O)N(C)C)c1ccccc1)c1ccc2ccccc2c1	83	97	107	102	100	100	99	95	106
COc1ccc2[nH]cc(-c3nc(N)nnc3-c3cn(C)c4ncccc34)c2c1	34	99	70	86	44	66	33	70	25
Cc1nc(-n2[nH]c(=O)ccc2=O)sc1N=Nc1ccc(Cl)cc1	96	99	98	99	107	101	93	99	107
CCCCCCn1c(-c2ccc(C(=O)O/N=C(\N)c3ccc(Cl)cc3)cc2)nc(-c2ccccc2)c1-c1ccccc1	89	105	100	107	108	100	98	90	102
CCOC(=O)c1c(C)oc2ncnc(Nc3ccc(NC(=O)Nc4ccc(CC)cc4)cc3)c12	84	97	102	88	.	104	110	91	106
CCCCNC(=O)CCC	89	102	96	107	113	96	102	100	103
CCOC(=O)C(Cc1ccccc1)n1c(O)c(C=Nc2ccccc2)sc1=S (centres undefined)	58	100	90	97	76	98	97	87	107
Cc1ccc(C(=O)CC(O)c2coc(-c3ccc(Cl)cc3)n2)cc1 (centres undefined)	79	101	89	84	93	96	102	98	95
Cc1ccc(N2C(=O)CCC2=O)cc1	74	98	104	100	107	105	113	101	100
C1=CC(c2nn3c(-c4ccccc4)nnc3s2)=Cc2ccccc2O1	84	85	96	106	90	32	64	76	87
Nc1c(C(=O)Nc2ccnc3ccccc23)sc2nc3c(cc12)C(=O)CCC3	93	101	113	110	110	87	114	98	100
Cc1cccc(N2CCN(C(N)=O)CC2)c1	84	106	94	104	110	97	100	98	107
CC(=O)c1ccccc1OC(F)(F)C(F)Cl (centres undefined)	.	101	104	110	113	98	111	99	112
CC1(C)CC[C@]2(C(=O)OC(=O)[C@]34CCC(C)(C)C[C@@H]3C3=CC[C@@H]5[C@@]6(C)CCC(=O)C(C)(C)[C@@H]6CC[C@@]5(C)[C@]3(C)CC4)CC[C@]3(C)C(=CC[C@@H]4[C@@]5(C)CCC(=O)C(C)(C)[C@@H]5CC[C@]43C)[C@H]2C1	56[100 µM]	70[100 µM]	87[100 µM]	73[100 µM]	89[100 µM]	68[100 µM]	84[100 µM]	59[100 µM]	58[100 µM]
CC(=O)Cc1ncn(-c2cc(C)on2)n1	89	106	102	108	112	.	105	103	102
O=C(Nc1nc2ccc([N+](=O)[O-])cc2s1)Nc1c(Cl)cccc1Cl	24	84	87	93	80	80	67	57	57
COc1cc(C(=O)/C=C/c2cc(-c3cc(OC)c(OC)c(OC)c3)n[nH]2)cc(OC)c1OC	-75*	35	-9.0*	47	-88*	37	-20*	68	30
O=c1[nH]c2cc(Cl)ccc2nc1/C=C(\O)c1ccc(F)cc1	105	106	107	108	110	106	113	103	111
CCN(CC)c1ccc(/C=C/C=C2\NC(=O)NC2=O)cc1	-36*	4.0*	63	29	34	69	50	50	20
CC(=O)c1cccc(NC(=O)Cn2cc(CN3C(=O)c4ccccc4S3(=O)=O)nn2)c1	85	99	96	93	112	100	104	92	105
OCCN(Cc1ccccc1)Cc1ncccc1O	90	113	78	136	156	114	100	105	108
COC(=O)c1nc(N)nc(C(=O)OC)c1C(=O)c1ccc(F)cc1	103	109	108	108	117	110	111	105	117
N#CN1CC[C@H](C(=O)Nc2ncc(-c3ccncc3)s2)C1	-38*	5.4*	11	3.0*	-55*	-9.4*	13	-22*	3.6*
Cc1oc(-c2ccccc2)nc1CNC1CCCCCC1	87	84	93	93	82	69	89	80	102

In the list so far, 6 contain fluorine:
SMILES	NCI-H522	NCI/ADR-RES	NCI-H322M	SK-OV-3	COLO 205	NCI-H226	IGROV1	NCI-H23	NCI-H460
CS(=O)c1nccc(-c2c(-c3ccc(F)c(OCCc4ccccc4)c3)nc3sccn23)n1 (centres undefined)	-79*	108	77	102	81	102	18	86	57
Nc1nc(CSCC(=O)N/N=C/c2ccccc2F)nc(Nc2ccccc2F)n1	94	101	99	98	110	105	97	102	102
COCCNc1nc2ccccc2c2c(=O)c3cc(F)ccc3sc12	92	99	88	104	107	84	93	91	89
CC(=O)c1ccccc1OC(F)(F)C(F)Cl (centres undefined)	.	101	104	110	113	98	111	99	112
O=c1[nH]c2cc(Cl)ccc2nc1/C=C(\O)c1ccc(F)cc1	105	106	107	108	110	106	113	103	111
COC(=O)c1nc(N)nc(C(=O)OC)c1C(=O)c1ccc(F)cc1	103	109	108	108	117	110	111	105	117

Entries of single compounds, quoted from the list. Order of values: NCI-H522 | NCI/ADR-RES | NCI-H322M | SK-OV-3 | COLO 205 | NCI-H226 | IGROV1 | NCI-H23 | NCI-H460
CC(=O)c1cccc(NC(=O)Cn2cc(CN3C(=O)c4ccccc4S3(=O)=O)nn2)c1 as listed: 85 | 99 | 96 | 93 | 112 | 100 | 104 | 92 | 105
Cc1oc(-c2ccccc2)nc1CNC1CCCCCC1 as listed: 87 | 84 | 93 | 93 | 82 | 69 | 89 | 80 | 102

Further compounds.
SMILES	NCI-H522	NCI/ADR-RES	NCI-H322M	SK-OV-3	COLO 205	NCI-H226	IGROV1	NCI-H23	NCI-H460
Cc1cc(O)cc(-c2c(-c3ccnc(-c4cccnc4)c3)cnn2C)c1	47	67	67	69	85	70	59	94	67
CC1(C)CC2C3=CCC4[C@@]5(C)CC/C(=N\O)C(C)(C)C5CC[C@@]4(C)[C@]3(C)CC[C@@]2(C(=O)O)[C@H](O)C1 (some centres undefined)	81	99	91	113	119	82	95	99	58
Cc1ccc(S(=O)(=O)NC(=S)Nc2ccccc2)cc1	100	112	106	110	.	95	112	104	108
CCC1(c2ccccc2)SC(=O)NC1=O (centres undefined)	107	100	115	103	109	109	115	101	110
O=[N+]([O-])c1ccc(S(=O)(=O)OCCCCOS(=O)(=O)c2ccc([N+](=O)[O-])cc2)cc1	97	99	112	115	117	90	115	102	108
CC(=O)N1c2ccccc2Sc2ccc3ccccc3c21	96	103	102	201	183	111	98	106	98
CC(C)C(C(=O)N(C)CC(O)c1ccc(O)c(O)c1)N1C(=O)/C(=C/c2ccc(Br)cc2)SC1=S (centres undefined)	92	103	97	125	116	107	98	100	103
CCC(C)C(C(=O)O)N1C(=O)/C(=C/c2ccc3c(c2)CCCN3C)SC1=S (centres undefined)	91	100	108	100	106	95	106	93	105
CCCCSCSCCCC	93	106	103	99	111	121	103	108	105
O=C1CN(/C=C(\c2ccccc2)S(=O)Cc2ccccc2)C(=S)N1 (centres undefined)	79	105	104	103	107	103	106	99	105
CCn1c2ccccc2c2cc(NC(=O)N3CCCCC3)ccc21	94	96	102	117	100	100	107	102	102
C=C(C)[C@@H]1CC[C@]2(C(=O)N3CCN(CC)CC3)CC[C@]3(C)[C@H](CC[C@@H]4[C@@]5(C)CC[C@H](O)C(C)(C)[C@@H]5CC[C@]43C)[C@@H]12	100	99	112	123	117	116	110	102	106
CS(=O)(=O)c1ccc(-c2nc3cc(Cl)ccc3n2CC(=O)NO)cc1	86	108	99	96	.	89	88	95	101
COC(=O)c1ccc[n+](C)c1	86&93	106&102	109&98	109&100	113&107	101&102	112&103	110&94	109&110
COC(=O)c1c(O)cc(O)c(CC=C(C)C)c1O	.	101	92	111	110	95	92	99	112
CC(NC(=O)OC(C)(C)C)C(=O)NC(Cc1ccccc1)C(=O)NCC(=O)Oc1c(Cl)c(Cl)c(Cl)c(Cl)c1Cl (centres undefined)	86	99	96	90	102	94	97	99	108
COc1ccc([N+](=O)[O-])cc1Nc1n[nH]c(-c2ccccc2)n1	83	89	85	82	105	70	50	74	102
COc1ccc(OC)c(NC(=O)Oc2ccc(C#N)cc2)c1	97	97	92	109	114	95	100	95	101

Quoted at random: 4 entries already listed.
SMILES	NCI-H522	NCI/ADR-RES	NCI-H322M	SK-OV-3	COLO 205	NCI-H226	IGROV1	NCI-H23	NCI-H460
COC(=O)c1ccc[n+](C)c1	86&93	106&102	109&98	109&100	113&107	101&102	112&103	110&94	109&110
COc1ccc([N+](=O)[O-])cc1Nc1n[nH]c(-c2ccccc2)n1	83	89	85	82	105	70	50	74	102
C=C(C)[C@@H]1CC[C@]2(C(=O)N3CCN(CC)CC3)CC[C@]3(C)[C@H](CC[C@@H]4[C@@]5(C)CC[C@H](O)C(C)(C)[C@@H]5CC[C@]43C)[C@@H]12	100	99	112	123	117	116	110	102	106
CC(NC(=O)OC(C)(C)C)C(=O)NC(Cc1ccccc1)C(=O)NCC(=O)Oc1c(Cl)c(Cl)c(Cl)c(Cl)c1Cl (centres undefined)	86	99	96	90	102	94	97	99	108
